MOR-DOR inv ag: inverse agonist of human OPRM1-OPRD1 heterodimerization; 0.21% of 340,000 active; cell-based MOR-DOR heterodimer luminescence, inverse agonism; inhibition, % at 9.3 µM; P35372+P41143; in the data active = inhibition above about 22%, passing the limit was not always enough;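 also: 0% = cells with DMSO and 100% = wells without cells with DMSO; values of inactives mirror those of a sister screen read the other way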
LANA DNA inh: KSHV C-LANA DNA binding inhibition | MBP-C-LANA/FAM-LBS DNA binding, fluorescence polarization | inhibition, % at 9 µM | 0.078% of 340,000 active;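 active = highest replicate inhibition at or above 60% at 9 µM, even if other replicates fall short; inactive = all replicates below 60% inhibition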;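 also: 0% = neutral control wells and 100% = 4 µM acridine orange control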
MOR-DOR ag: OPRM1-OPRD1 heterodimerization agonism; activation, % at 9.3 µM; 0.3% of 340,000 active; cells, luminescence; P35372+P41143; in the data active = activation above about 18%;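 also: 0% = vehicle-treated cells and 100% = reference agonist; values of inactives mirror those of a sister screen read the other way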
DSG3 Ab inh: inhibitors of pemphigus antibody binding to human desmoglein-3; P32926; DSG3-coupled beads, scFv-anti-DSG3-GFP binding, flow cytometry; hits give low values; binding (percent of control), % at 10 µM; 0.48% of 310,000 active; AID 588358;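 active = binding more than 3 SD below its plate's average and above zero; inconclusive = below that plate limit but binding exactly zero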;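 also: hits lower antibody fragment binding to DSG3; some compounds called inactive have numbers as strong as hits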
Arr AP2 block: inhibitors of human beta-arrestin and AP2 interaction | FITC-arrestin peptide / GST-AP2 beads, flow cytometry; AP2 beta2 appendage carries R879A mutation | inhibition, % at 10 µM | 0.31% of 340,000 active;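 active = inhibition above a set limit, near 3 SD of compounds lacking own fluorescence, cut at about 54% in these data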;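 also: plate controls were DMSO wells for no effect and 5 µM unlabelled arrestin peptide for full effect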
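System: GST-tagged AP2 beta2-adaptin appendage (R879A) on 4 µm glutathione beads / Reagent: FITC-arrestin peptide, 50 nM / Detection: HyperCyt-sampled flow cytometry, FL1 channel, ex 488/em 535 nm / Timing: 12 min plus 1 h, RT / Buffer or medium: PBS plus Tween 20 (0.05%) and BSA (0.1%)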
Cardiac RTF inh: cardiac RTF calcium desensitization; AID 493244; inhibition, % at 7.15 µM; IANBD-labeled cardiac RTF, Ca2+ fluorescence; 0.12% of 340,000 active; P19429+P45379;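 active = inhibition above the mean inhibition of all tested compounds plus 3 SD, cut at about 17% in these data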;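 also: assay run at fixed EC70 calcium of 1.6 mM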
Keap1 Nrf2 FP: disrupts human Keap1 binding to Nrf2 peptide; Keap1 Kelch-Nrf2 peptide fluorescence polarization, 1536-well; Q14145; AID 504523; inhibition, % at 9.4 µM; 0.15% of 340,000 active; in the data active = inhibition above about 12%; inconclusive = no clear call, values can overlap the other calls; inactive = below about 7.3%;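 also: human Keap1 Kelch domain with fluorescein labeled Nrf2 9mer peptide probe; 0% = neutral control wells and 100% = peptide positive control; higher means more block of Keap1 binding to Nrf2 peptide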
Target sequence (Q14145 whole entry, looked up, the tested form may be a part): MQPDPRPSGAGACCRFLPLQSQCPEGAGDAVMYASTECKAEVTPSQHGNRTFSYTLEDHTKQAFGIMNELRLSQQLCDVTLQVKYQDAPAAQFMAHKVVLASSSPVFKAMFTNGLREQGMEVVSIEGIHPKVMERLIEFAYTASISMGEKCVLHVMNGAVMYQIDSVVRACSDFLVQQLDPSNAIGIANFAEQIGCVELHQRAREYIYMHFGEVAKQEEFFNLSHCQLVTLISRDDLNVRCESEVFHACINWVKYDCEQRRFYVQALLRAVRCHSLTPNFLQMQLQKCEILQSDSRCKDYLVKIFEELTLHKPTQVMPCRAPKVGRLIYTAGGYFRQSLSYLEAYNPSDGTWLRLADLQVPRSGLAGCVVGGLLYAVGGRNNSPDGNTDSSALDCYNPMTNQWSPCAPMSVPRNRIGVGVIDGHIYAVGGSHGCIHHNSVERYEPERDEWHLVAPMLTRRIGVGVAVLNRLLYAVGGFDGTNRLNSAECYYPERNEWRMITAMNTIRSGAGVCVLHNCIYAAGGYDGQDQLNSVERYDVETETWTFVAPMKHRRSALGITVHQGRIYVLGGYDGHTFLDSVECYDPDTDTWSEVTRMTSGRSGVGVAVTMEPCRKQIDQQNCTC
Wnt bcat act: activators of Wnt/beta-catenin signaling | activation, % at 9.35 µM | Wnt/beta-catenin reporter cell assay, activator, plate reader | AID 743398 | 1.2% of 300,000 active; in the data active = activation above about 30%, passing the limit was not always enough; inconclusive = no clear call, values can overlap the other calls;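 also: 0% = neutral control wells and 100% = positive control wells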
RTF Ca sens act: increases calcium sensitivity of human cardiac regulated thin filaments; P19429+P45379; IANBD-labeled TnC RTF fluorescence at EC20 calcium; 0% EC20 calcium, 100% full calcium; activation, % at 7.2 µM; 0.24% of 340,000 active;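 active = activation above the mean over all tested compounds plus 3 SD, cut at about 30% in these data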;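 also: rise in fluorescence read as greater calcium sensitivity of cardiac thin filaments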
V-ATPase pH: yeast V-ATPase proton transport regulation by pHLuorin; S. cerevisiae, pHLuorin cytosolic pH fluorescence; response, % at 10 µM; 0.37% of 350,000 active; AID 504577; in the data active = response mostly above about 7.3%, no sharp cut-off; inactive = mostly below about 5.4%; also: actives read high; inactives centre near 0; some compounds called inactive have numbers as strong as hits; reference of the scale not given here
Active calls of the source: *.

`CCOc1ccccc1CN1CCN(Cc2nc3ccccc3s2)CC1CCO` (centres undefined) gave MOR-DOR inv ag -21, LANA DNA inh 0.9, MOR-DOR ag 3.3, DSG3 Ab inh 89, Arr AP2 block -5, Cardiac RTF inh -1, Keap1 Nrf2 FP -1, Wnt bcat act -3, RTF Ca sens act 1 and V-ATPase pH 5.
`COC(=O)CCCC1=CC2=CC(=O)C(C)(OC(=O)c3cccs3)C(=O)C2=CN1c1cccc(C#N)c1` (centres undefined) gave MOR-DOR inv ag -2, LANA DNA inh 5.2, MOR-DOR ag 0.4, DSG3 Ab inh 102, Arr AP2 block -1, Cardiac RTF inh -3, Keap1 Nrf2 FP -4, RTF Ca sens act -4 and V-ATPase pH 6.
CN(CC(=O)Nc1ccc(F)cc1)C(=O)CCc1nc2sc3c(c2c(=O)[nH]1)CCCC3 was read as MOR-DOR inv ag 7, LANA DNA inh 1.1, MOR-DOR ag -1.1, DSG3 Ab inh 112, Arr AP2 block -9, Cardiac RTF inh -7, Keap1 Nrf2 FP 0, Wnt bcat act -2, RTF Ca sens act -16 and V-ATPase pH 1.
`COC(=O)c1ccccc1OC(=O)c1ccc(Br)o1` gave MOR-DOR inv ag 5, LANA DNA inh 0.9, MOR-DOR ag -1.0, DSG3 Ab inh 106, Arr AP2 block -6, Cardiac RTF inh -1, Keap1 Nrf2 FP -4, RTF Ca sens act 1 and V-ATPase pH 0.
`CCOc1ccc(NS(=O)(=O)c2cc3c4c(c2)C(C)C(=O)N4CCC3)cc1` (centres undefined) gave MOR-DOR inv ag 5, LANA DNA inh -0.2, MOR-DOR ag -0.9, Arr AP2 block 30, Cardiac RTF inh -2, Keap1 Nrf2 FP -1, Wnt bcat act -2, RTF Ca sens act 5 and V-ATPase pH -3.
CCOC(=O)C(CC)/C(C)=N/NC(=O)c1ccccc1[N+](=O)[O-] (centres undefined) was read as MOR-DOR inv ag 20, LANA DNA inh -0.4, MOR-DOR ag -3.5, DSG3 Ab inh 103, Arr AP2 block -8, Cardiac RTF inh -2, Keap1 Nrf2 FP -3, RTF Ca sens act 6 and V-ATPase pH 1.
Screening O=c1c2ccccc2nnn1-c1ccc(Br)cc1 returned MOR-DOR inv ag -1, LANA DNA inh 1.6, MOR-DOR ag 0.1, DSG3 Ab inh 96, Arr AP2 block 12, Cardiac RTF inh -6, Keap1 Nrf2 FP -3, Wnt bcat act 26, RTF Ca sens act 14 and V-ATPase pH 5.
CC12CN(S(=O)(=O)c3ccccc3)CC(C)(CN(S(=O)(=O)c3ccccc3)C1)C2 was read as MOR-DOR inv ag 15, LANA DNA inh 4.1, MOR-DOR ag -3.0, DSG3 Ab inh 95, Arr AP2 block 6, Cardiac RTF inh 1, Keap1 Nrf2 FP -2, Wnt bcat act -3, RTF Ca sens act -2 and V-ATPase pH -1.
Screening CCCOc1ccc(/C=C2/C(=O)ON=C2C)cc1OCC returned MOR-DOR inv ag 9, LANA DNA inh 2.0, MOR-DOR ag -2.1, DSG3 Ab inh 95, Arr AP2 block -10, Cardiac RTF inh -6, Keap1 Nrf2 FP -7, Wnt bcat act 0, RTF Ca sens act -2 and V-ATPase pH 1.
For O=C(COC(=O)CNS(=O)(=O)c1ccc(F)c(F)c1F)Nc1ccc(OC(F)F)cc1 the results were MOR-DOR inv ag -3, LANA DNA inh -2.4, MOR-DOR ag 0.6, DSG3 Ab inh 83, Arr AP2 block -1, Cardiac RTF inh -27, Keap1 Nrf2 FP 0, Wnt bcat act -2, RTF Ca sens act 1 and V-ATPase pH -4.
Screening Cc1ccccc1-c1nnc(SC(C)C(=O)NC2CCCC2)o1 (centres undefined) returned MOR-DOR inv ag 4, LANA DNA inh -0.1, MOR-DOR ag -0.9, Arr AP2 block -6, Cardiac RTF inh -7, Keap1 Nrf2 FP -4, Wnt bcat act 0, RTF Ca sens act -3 and V-ATPase pH 1.
`Cc1sc(NC(=O)c2ccco2)c(C(=O)c2ccc(Cl)cc2)c1C` gave MOR-DOR inv ag 18, LANA DNA inh 1.2, MOR-DOR ag -3.7, DSG3 Ab inh 105, Arr AP2 block -1, Cardiac RTF inh 2, Keap1 Nrf2 FP 2, Wnt bcat act -5, RTF Ca sens act -8 and V-ATPase pH -1.
Screening Cc1ccc2nc(Cl)c(C#N)cc2c1 returned MOR-DOR inv ag 2, LANA DNA inh 0.0, MOR-DOR ag -0.3, DSG3 Ab inh 104, Arr AP2 block 3, Cardiac RTF inh -2, Keap1 Nrf2 FP inconclusive, Wnt bcat act 3, RTF Ca sens act -8 and V-ATPase pH -2.
Screening COc1ccc(C(=O)Nc2ccc(C)cn2)c(OC)c1 returned MOR-DOR inv ag 1, LANA DNA inh -0.2, MOR-DOR ag -0.3, DSG3 Ab inh 103, Arr AP2 block -7, Cardiac RTF inh -5, Keap1 Nrf2 FP 3, RTF Ca sens act -1 and V-ATPase pH -5.
Screening CCOc1ccc(NC(=O)CSc2nc3ccccc3c(=O)n2CCNC(C)=O)cc1 returned MOR-DOR inv ag 7, LANA DNA inh -0.9, MOR-DOR ag -1.5, DSG3 Ab inh 99, Arr AP2 block -1, Cardiac RTF inh 1, Keap1 Nrf2 FP 0, Wnt bcat act -3, RTF Ca sens act 5 and V-ATPase pH -1.
Screening Cc1cc(/C=C(/C#N)C(=O)O)c(C)n1CCC(C)C returned MOR-DOR inv ag 2, LANA DNA inh 4.4, MOR-DOR ag -0.5, DSG3 Ab inh 106, Arr AP2 block 2, Cardiac RTF inh 3, Keap1 Nrf2 FP 3, Wnt bcat act 9, RTF Ca sens act 2 and V-ATPase pH -7.
O=C(Nc1cc(Cl)ccc1N1CCCC1)C1=NN(c2ccccc2)C(=O)CC1 was read as MOR-DOR inv ag 11, LANA DNA inh 1.3, MOR-DOR ag -2.1, Arr AP2 block -12, Cardiac RTF inh -5, Keap1 Nrf2 FP 1, Wnt bcat act 10, RTF Ca sens act 0 and V-ATPase pH 1.
Screening O=C(c1cccc(F)c1)N1CCc2ccccc2C1 returned MOR-DOR inv ag 11, LANA DNA inh -3.0, MOR-DOR ag -1.8, Arr AP2 block -11, Cardiac RTF inh 0, Keap1 Nrf2 FP -4, RTF Ca sens act -2 and V-ATPase pH 0.
`COc1ccc(CNC(=O)C2CCN(S(=O)(=O)N3CCOCC3)CC2)cc1` gave MOR-DOR inv ag 2, LANA DNA inh -0.4, MOR-DOR ag -0.3, DSG3 Ab inh 105, Arr AP2 block 22, Cardiac RTF inh -18, Keap1 Nrf2 FP 3, RTF Ca sens act -1 and V-ATPase pH 6.
`CC(C)(C)OC(=O)C[C@H]1C/C=C\C[C@H](CC(=O)NCCO)C(=O)N[C@@H](Cc2ccccc2)COC1=O` gave MOR-DOR inv ag -4, LANA DNA inh 0.9, MOR-DOR ag 0.8, DSG3 Ab inh 110, Arr AP2 block 7, Cardiac RTF inh -5, Keap1 Nrf2 FP -7, Wnt bcat act 0, RTF Ca sens act 1 and V-ATPase pH 2.
Screening CCOC(=O)C1CCN(Cc2ccc3ccccc3c2)CC1 returned MOR-DOR inv ag 7, LANA DNA inh 0.4, MOR-DOR ag -1.4, DSG3 Ab inh 106, Arr AP2 block 6, Cardiac RTF inh 1, Keap1 Nrf2 FP 0, Wnt bcat act 2, RTF Ca sens act 0 and V-ATPase pH -3.
Screening O=C(O)c1ccc(C2NCC(c3ccccc3Cl)c3c2[nH]c2ccccc32)cc1 (centres undefined) returned MOR-DOR inv ag 16, LANA DNA inh 1.3, MOR-DOR ag -3.3, DSG3 Ab inh 117, Arr AP2 block 1, Cardiac RTF inh -10, Keap1 Nrf2 FP 2, Wnt bcat act 0, RTF Ca sens act 6 and V-ATPase pH -2.
O=C(Nc1ccc(Cl)cc1)Nc1nc(-c2ccccc2O)cs1 was read as MOR-DOR inv ag -75, LANA DNA inh 1.5, MOR-DOR ag 15, DSG3 Ab inh 85, Arr AP2 block -10, Cardiac RTF inh 1, Keap1 Nrf2 FP -3, Wnt bcat act -14, RTF Ca sens act 1 and V-ATPase pH -4.
OC(CN1CCOCC1)CN(c1ccccc1)c1ccccc1 (centres undefined) was read as MOR-DOR inv ag 7, LANA DNA inh 0.4, MOR-DOR ag -1.1, DSG3 Ab inh 101, Arr AP2 block 7, Cardiac RTF inh 4, Keap1 Nrf2 FP -4, RTF Ca sens act 2 and V-ATPase pH 5.
O=C(CSc1nnc(-c2cccs2)o1)c1cccs1 was read as MOR-DOR inv ag 0, LANA DNA inh 1.3, MOR-DOR ag 0.1, DSG3 Ab inh 101, Arr AP2 block 15, Cardiac RTF inh -7, Keap1 Nrf2 FP 0, RTF Ca sens act 0 and V-ATPase pH 9.
For COc1ccc(COC(=O)NNC(=O)c2ccccc2Cl)cc1 the results were MOR-DOR inv ag 2, LANA DNA inh 0.0, MOR-DOR ag -0.5, DSG3 Ab inh 100, Arr AP2 block 38, Cardiac RTF inh -3, Keap1 Nrf2 FP -2, RTF Ca sens act 1 and V-ATPase pH -4.
Screening CNC(=S)N1N=C(c2ccc(C)cc2)CC1c1ccc(Cl)cc1 (centres undefined) returned MOR-DOR inv ag -41, LANA DNA inh 0.0, MOR-DOR ag 8.2, DSG3 Ab inh 124, Arr AP2 block 16, Cardiac RTF inh -2, Keap1 Nrf2 FP 3, RTF Ca sens act 2 and V-ATPase pH -1.
Screening C=CCc1c(C)nc(SC)nc1Nc1ccccc1 returned MOR-DOR inv ag 5, LANA DNA inh 0.4, MOR-DOR ag -0.8, DSG3 Ab inh 102, Arr AP2 block 25, Cardiac RTF inh 8, Keap1 Nrf2 FP -3, Wnt bcat act 11, RTF Ca sens act -5 and V-ATPase pH -5.
For O=C(Nc1ccccc1-c1nc2ccccc2[nH]c1=O)c1cccs1 the results were MOR-DOR inv ag 6, LANA DNA inh -1.1, MOR-DOR ag -1.0, DSG3 Ab inh 113, Arr AP2 block 10, Cardiac RTF inh 4, Keap1 Nrf2 FP -4, Wnt bcat act 0, RTF Ca sens act 5 and V-ATPase pH -2.
`CCOc1ccc(S(=O)(=O)N2CCN(C(=O)c3cccn3C)CC2)cc1` gave MOR-DOR inv ag -7, LANA DNA inh -0.8, MOR-DOR ag 1.3, DSG3 Ab inh 73, Arr AP2 block 2, Cardiac RTF inh -7, Keap1 Nrf2 FP -5, RTF Ca sens act 1 and V-ATPase pH 3.
For O=C(CSc1c2c(nc3ccc(Cl)cc13)CCCC2)NCc1ccco1 the results were MOR-DOR inv ag 6, LANA DNA inh -1.4, MOR-DOR ag -1.2, DSG3 Ab inh 99, Arr AP2 block 0, Cardiac RTF inh -1, Keap1 Nrf2 FP -30, RTF Ca sens act 1 and V-ATPase pH 1.

Assay outcomes as filed in PubChem BioAssay.

An unsorted share of the library (roughly 3.1% active in at least one column).
